Screening results as filed in PubChem.
CCR6 antagonist: CCR6 receptor antagonists, primary screen, cell-based, CHO-K1, luminescence, beta-arrestin, uHTS. C-C chemokine receptor type 6 (Homo sapiens), P51684. 0.49% of 340,000 active. inhibition, % at 20 µM. AID 493098, 2011. CHO-K1 CCR6 PathHunter beta-arrestin, CCL20-stimulated;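 active means compounds whose inhibition of the agonist-driven luminescence signal at 20 µM reaches about 50%, limit read from the data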;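 further: cells stimulated with CCL20 at 14 nM final; plate controls were DMSO with CCL20 for no effect and DMSO without agonist for full effect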
Target sequence (P51684 whole entry, looked up): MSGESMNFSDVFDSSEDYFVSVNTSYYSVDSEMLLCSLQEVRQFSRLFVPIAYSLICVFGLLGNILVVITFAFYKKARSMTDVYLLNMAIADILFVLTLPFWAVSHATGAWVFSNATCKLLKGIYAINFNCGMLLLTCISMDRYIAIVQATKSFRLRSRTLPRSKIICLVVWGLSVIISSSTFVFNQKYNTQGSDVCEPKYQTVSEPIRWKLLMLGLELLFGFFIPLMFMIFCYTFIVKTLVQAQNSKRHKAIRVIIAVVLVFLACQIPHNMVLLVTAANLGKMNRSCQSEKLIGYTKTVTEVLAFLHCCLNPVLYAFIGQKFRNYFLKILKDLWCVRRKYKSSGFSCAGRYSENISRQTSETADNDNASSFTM
CXCR6 block: CXCR6 receptor inhibitors, primary screen, cell-based, beta-arrestin, luminescence, CHO-K1 PathHunter, 1536-well; 0.36% of 360,000 active; inhibition, % at 20 µM; C-X-C chemokine receptor type 6 (Homo sapiens), O00574; in the data active means inhibition above about 34%, passing the limit was not always enough;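 further: antagonist mode with CXCL16 agonist at 10 nM final; 0% = 10 nM CXCL16 with DMSO and 100% = unstimulated wells without agonist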
Target sequence (O00574 whole entry, looked up): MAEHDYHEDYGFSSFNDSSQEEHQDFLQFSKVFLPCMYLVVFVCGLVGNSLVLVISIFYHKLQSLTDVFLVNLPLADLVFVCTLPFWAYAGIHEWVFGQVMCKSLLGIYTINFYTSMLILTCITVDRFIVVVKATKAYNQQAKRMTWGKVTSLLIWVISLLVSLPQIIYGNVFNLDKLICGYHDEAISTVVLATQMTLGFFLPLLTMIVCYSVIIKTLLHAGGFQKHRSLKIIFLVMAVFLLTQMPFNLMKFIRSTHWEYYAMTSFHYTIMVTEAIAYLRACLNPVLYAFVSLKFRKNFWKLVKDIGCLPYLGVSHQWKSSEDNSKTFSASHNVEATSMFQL
Gli-Sufu block: Gli-Sufu pathway antagonists, primary screen, luciferase luminescence, Sufu-KO-LIGHT cells, uHTS; Sufu-KO-LIGHT fibroblasts, Gli luciferase reporter luminescence; AID 588413, 2011; inhibition, % at 5 µM; 0.74% of 340,000 active;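 active means inhibition above about 55%, limit read from the data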;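 further: 0% = DMSO-treated cells and 100% = wells with medium but no cells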
Mdm2 MdmX PPI: inhibitors of human Mdm2-MdmX association, primary screen, cell-based, luminescence, split luciferase, SaOS-2, uHTS; Protein Mdm4 (Homo sapiens) + E3 ubiquitin-protein ligase Mdm2 (Homo sapiens), …; SaOS-2 split-luciferase Mdm2/MdmX complementation; inhibition, % at 8 µM; 3% of 330,000 active; AID 485346, 2010;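 active means inhibition of at least 50% at 8 µM in the primary screen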
Jurkat NFkB inh: inhibitors of induced NF-kB luciferase reporter, primary screen, TCR NF-kB activation inhibitor project, cell-based, luminescence, uHTS. inhibition, % at 4 µM. 0.53% of 330,000 active. AID 435003, 2010. Jurkat, PMA/ionomycin-induced NF-kB luciferase reporter; in the data active means inhibition above about 50%
UPR XBP1 act: activators of adaptive XBP1 UPR arm, primary screen, cell-based, CHO-XBP1 luciferase reporter, luminescence, uHTS. 0.33% of 330,000 active. AID 463104, 2010. activation, % at 20 µM. IRE1-XBP1 UPR activation; percent of tunicamycin response, DMSO as zero;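 active means versus positive control, 20 µM dose yields 30% or more activation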;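 further: 100% = tunicamycin at 10 µg/mL and 0% = DMSO only wells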
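Assay system: CHO-XBP1 luciferase reporter cells; Schedule: 6 h treatment, 37 °C; Detection: glow luminescence from Steady-Glo reagent; Benchmarks: high control tunicamycin 10 µg/mL final, low control DMSO vehicle only.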
UPR CHOP act: activators of apoptotic CHOP UPR arm, primary screen, cell-based, CHO-CHOP luciferase reporter, luminescence, uHTS; activation, % at 10 µM; UPR activation; percent of tunicamycin response over DMSO baseline; 0.34% of 330,000 active;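 active means at 10 µM dose, activation of 40% or more, normalized to positive control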;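 further: 100% = tunicamycin at 10 µg/mL and 0% = DMSO alone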
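assay system = CHO CHOP reporter cells | amount = 500 CHO-CHOP cells per well | buffer or medium = F12 with 10% FBS | incubation = 16-18 h cell attachment, then 6 h compound exposure, 37 °C | detection = luminescence read with Steady-Glo | read-out = percent activation relative to tunicamycin control | controls = tunicamycin high control, DMSO low control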
697 NFkB inh: inhibitors of PMA/ionomycin-induced NF-kB reporter, 697 cells, primary screen, B-cell NF-kB inhibitor project, cell-based, luminescence, uHTS; 697 B-cell NF-kB luciferase reporter, 16 h; inhibition, % at 4 µM; 0.33% of 330,000 active; AID 435022, 2010; in the data active means inhibition above about 35%
EBI2 antag: EBI2 receptor antagonists, beta-arrestin recruitment, primary screen, cell-based, luminescence, 7a,25-OHC stimulation, uHTS. 7a,25-OHC stimulated. AID 651636, 2012. inhibition, % at 5 µM. G-protein coupled receptor 183 (Homo sapiens), P32249. 0.81% of 360,000 active; in the data active means inhibition above about 38%;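 further: enzyme fragment complementation signal reports receptor beta-arrestin coupling in cells; 0% = agonist plus DMSO wells and 100% = wells without agonist; some results beyond the cut were filed as inactive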
Target sequence (P32249 whole entry, looked up, the tested form may be a part): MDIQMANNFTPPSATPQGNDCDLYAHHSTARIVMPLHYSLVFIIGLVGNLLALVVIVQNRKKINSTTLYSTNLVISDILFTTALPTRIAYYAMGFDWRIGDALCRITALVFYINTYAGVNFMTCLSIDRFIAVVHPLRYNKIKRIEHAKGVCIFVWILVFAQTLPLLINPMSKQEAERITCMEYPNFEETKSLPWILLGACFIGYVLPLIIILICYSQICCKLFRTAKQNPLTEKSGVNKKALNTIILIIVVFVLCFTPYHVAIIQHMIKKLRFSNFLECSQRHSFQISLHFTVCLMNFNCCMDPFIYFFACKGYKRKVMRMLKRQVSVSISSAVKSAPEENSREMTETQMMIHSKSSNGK
An asterisk follows results filed as active; . = no result given. Rows were taken by chance; overall some 5% were active at least once.

The line under a structure holds: CCR6 antagonist	UPR XBP1 act	Gli-Sufu block	Mdm2 MdmX PPI	697 NFkB inh	Jurkat NFkB inh	UPR CHOP act	CXCR6 block	EBI2 antag
- O=C1NCC(COc2cccc3ccccc23)O1 (stereo unspecified)
 : 5	1	0	-1	-3	13	-1.8	0	1
- CCOC(=O)CNC(=O)CSc1nnc(CCc2nc3ccccc3[nH]2)n1C
 : 14	-1	3	21	11	1	-0.7	4	1
- CSc1ncccc1C(=O)NC1CCN(Cc2ccccc2)CC1
 : -2	-1	15	26	-16	3	1.6	-9	3
- COC(=O)[C@]1(C)N[C@H](c2ccc(-c3ccc(Cl)c(Cl)c3)cc2)[C@@H]2C(=O)N(C)C(=O)[C@@H]21
 : 17	1	8	25	-25	-17	1.2	-36	3
- COc1ccc(CNC(=O)C(=O)NCC2OCCN2S(=O)(=O)c2ccc(C)cc2)cc1 (stereo unspecified)
 : 15	-2	43	1	-5	-4	3.3	-6	0
- O=C(CO/N=C/c1ccc(OC(F)F)cc1)NC1CCCCCC1
 : 11	-5	4	21	2	-12	0.7	5	30
- O=C(Nc1ccc(Cl)cn1)c1cccc2ccccc12
 : 3	1	11	52*	-56	43	0.6	6	3
- COc1cc(/C=N/NC(=O)COc2cccc(F)c2)ccc1OS(=O)(=O)c1ccc(C)cc1
 : 18	1	12	13	-12	11	1.7	6	24
- COc1c(C)cc(S(=O)(=O)NCc2ccccn2)c(C)c1C
 : 0	-6	11	-6	-10	12	1.5	-3	8
- Cc1nn(C(=O)c2ccc([N+](=O)[O-])cc2)c(C)c1Br
 : 0	-1	2	17	9	19	-0.1	-5	-8
- COc1cccc(C(=O)Nc2nc(C)cs2)c1
 : -8	3	-5	-129	-65	-69	3.0	3	-5
- COc1ccc(Cl)cc1NC(=O)c1cc(-c2ccccc2O)n[nH]1
 : -16	-1	20	9	-14	-12	2.2	8	43
- CN(C)c1ccc(P(=O)(OCc2ccccc2)C(O)c2ccncc2)cc1 (stereo unspecified)
 : 6	-1	12	11	1	8	-3.1	-3	-2
- COc1ccccc1C1N=C(c2ccccc2C)NO1 (stereo unspecified)
 : 14	6	-66	-169	-121	-103	7.2	-9	-5
- COc1ccc(N2C(=O)C(Cl)=C(Nc3ccccc3O)C2=O)cc1
 : 16	9	3	0	-20	-15	3.7	10	4
- Clc1cccc(-c2ccc(/C=N/n3cnnc3)o2)c1Cl
 : -8	2	19	21	-9	9	-2.1	-1	3
- CCOC(=O)CCCNC(=O)CN1C(=O)NC2(CCCCCC2)C1=O
 : -12	-2	-2	8	3	-6	1.5	-8	-5
- CC1=C/C(=N\NC(=S)NCc2ccccc2)CC1
 : 30	4	-7	-33	-4	-9	2.0	37	0
- O=C(c1sc2cc(Cl)ccc2c1Cl)N1CCN(CCc2ccccn2)CC1
 : -5	-4	17	19	-18	9	0.7	-13	30
- Cc1cccc(NC(=S)NNC(=S)NC2CCCCC2)c1C
 : 5	-3	2	-6	-12	8	-0.2	-5	-1
- O=C(Cc1cccs1)Nc1ccc(S(=O)(=O)N2CCCC2)cc1
 : -2	5	-4	-12	-24	-6	2.0	-13	1
- Fc1ccc(-n2nnnc2-c2ccccc2Cl)cc1
 : 12	-3	0	-8	9	1	2.7	1	19
- COC(=O)c1ccc(NC(c2ccc(Cl)cc2)P(=O)(OC)OC)cc1 (stereo unspecified)
 : 1	-1	5	12	6	-15	-1.0	-5	0
- Cc1cc(-c2csc(N)n2)c(C)n1Cc1ccccc1
 : 14	-3	5	10	8	3	1.8	8	-1
- COc1cc(CNCCc2ccc(F)cc2)ccc1OCc1ccc(Cl)nc1
 : -2	-2	-2	28	19	-3	0.7	-5	4
- O=C(Cn1cc(C(=O)C2CC2)c2ccccc21)NCC1CCCO1 (stereo unspecified)
 : -8	0	3	19	14	-2	0.5	-6	-2
- CN(C)c1ccc(S(=O)(=O)NCC(=O)OCC(=O)Nc2cccc(Cl)c2)cc1[N+](=O)[O-]
 : 14	-2	-21	-16	5	3	0.6	0	-1
- Cc1ccc(-n2ncc(C(=O)Nc3cc(Cl)ccc3C)c2C2CCNCC2)cc1C
 : 1	-1	37	66*	-15	9	-0.9	4	5
- CCc1ccc(-c2cc(C)no2)cc1S(=O)(=O)Nc1ccc(C)cn1
 : 6	-1	-10	-1	0	11	-2.2	9	-16
- O=C(COc1ccccc1Cl)Nc1ccccc1C(=O)NC1CC1
 : -1	-2	3	19	-13	-14	-0.3	0	3
- Oc1c(CN2CCOCC2)cc(CN2CCOCC2)c(O)c1O
 : -17	.	-1	.	.	.	.	-6	-4
- COc1ccccc1NC(=O)CNC(=O)CC12CC3CC(CC(C3)C1)C2
 : -10	2	1	12	-7	-6	-0.1	7	3
- CCC1CCCCN1C(=O)CCc1nnc(Cc2c[nH]c3ccccc23)o1 (stereo unspecified)
 : 0	-1	-6	-20	12	0	-0.1	0	-3
- CCC(CC)C(=O)N=C1SC2CS(=O)(=O)CC2N1CCc1ccc(OC)cc1 (stereo unspecified)
 : -1	0	2	15	10	2	1.8	9	2
- C=C(C)C1Cc2cc3ccc(=O)oc3cc2O1 (stereo unspecified)
 : 13	1	24	-2	-18	-21	4.9	-2	-10
- O=C(NC(=S)Nc1cccc2ncccc12)c1ccccc1
 : 35	-1	3	12	12	-1	1.0	13	5
- COc1ccc(C(=O)CN2CCN(c3ccc(F)cc3)CC2)cc1OC
 : 10	-3	2	14	17	-3	-2.8	2	4
- O=C(Nc1nnc(-c2ccco2)o1)c1ccc(S(=O)(=O)N2CCOCC2)cc1
 : 5	0	0	-9	-17	-6	1.2	3	-7
- Cc1ccc(S(=O)(=O)NNC(=O)c2cnn(-c3ccc(Cl)cc3)c2C(F)(F)F)cc1
 : -2	-2	-1	9	-30	19	-1.5	-2	-2
- O=C(NC1CCCc2ccccc21)c1ccc(CNc2c(N3CCOCC3)c(=O)c2=O)cc1 (stereo unspecified)
 : 2	-1	1	2	2	-4	-0.1	-5	3
- CN(C)CCOC(=O)NC12CC3CC(CC(C3)C1)C2
 : -4	0	6	5	11	-21	-0.8	-3	-11
- O=C1NC2(CCCCC2)C(=O)N1CCS(=O)(=O)Oc1ccc(Br)cc1
 : -3	-4	18	10	4	10	-0.1	-2	-4
- O=C(COC(=O)c1cncc(Br)c1)NCC12CC3CC(CC(C3)C1)C2
 : 15	1	18	22	1	6	-1.4	1	2
- COc1ccc(OC)c(NC2=C(Cl)C(=O)N(Cc3ccccc3)C2=O)c1
 : 26	-2	6	17	22	23	-0.8	8	9
- O=c1[nH]c(/C=C/c2ccccc2Cl)nc2ccccc12
 : -3	-7	-90	-61	-174	-63	1.7	-4	-6
- CCOC(=O)C1CN(Cc2ccccc2)C(=O)C1=O (stereo unspecified)
 : -3	.	6	.	.	.	.	3	-14
- O=C(Cc1cccc2ccccc12)Nc1ccc(Br)cc1C(=O)O
 : -1	-1	-9	46	10	2	1.4	-4	-1
- CCOC(=O)C1CCN(Cc2nc3ccccc3c(=O)n2-c2ccc(OCC)cc2)CC1
 : 22	.	4	.	.	.	.	3	5
- CCOC(=O)C1=C(COC(=O)CCc2ccc(F)cc2)NC(=O)NC1C (stereo unspecified)
 : -11	0	0	0	6	5	-0.1	2	-2
- O=C(Cc1ccc(Br)cc1)N1CCCCCC1
 : -1	0	-48	-31	-30	-31	0.6	2	0
- COc1ccc(S(=O)(=O)Nc2ccccc2C)cc1C(=O)N1CCOCC1
 : 6	-3	9	-14	18	5	-0.4	2	9
- Cc1cc(S(=O)(=O)NCc2cccs2)ccc1-n1cnnn1
 : -2	0	3	4	-30	-1	-0.3	-9	-4
- CCc1nn(C(C)C(=O)NC(C)CCc2ccco2)c(=O)c2cc3occc3n12 (stereo unspecified)
 : 23	-2	-2	16	-21	-17	-2.8	2	5
- COc1ccc(C(C)(C)NC(=O)C2CCC(=O)N(C3CC3)C2)cc1OC (stereo unspecified)
 : 7	-5	-18	17	-1	-19	0.2	0	-1
- COc1ccc(NC(=O)c2oc3ccccc3c2CSC)cn1
 : 10	3	-11	-11	3	-12	3.6	0	6
- COc1ccc(CCNC(=O)C(=O)NCC2OCCN2S(=O)(=O)c2cccs2)cc1OC (stereo unspecified)
 : -6	0	2	-13	24	-7	-0.9	2	-4
- Cc1ccc(NC(=O)n2ncc3c(C)cccc32)cc1F
 : -4	2	-123	-176	-156	-113	3.3	5	-7
- CCCCn1c(SCC(=O)NCc2ccc3c(c2)OCO3)nnc1C(CC)N(C)C (stereo unspecified)
 : 9	0	6	9	16	3	0.5	-4	2
- CCCC1C2C(=O)N(c3cccc(C)c3)C(=O)C2ON1c1ccccc1 (stereo unspecified)
 : 7	1	5	-14	-7	5	-1.2	-7	-3
- COc1cc(/C=C2\NC(=S)N(C)C2=O)ccc1OCc1ccccc1F
 : 9	-2	-1	15	-5	-2	0.7	0	18

An excerpt from above, limited to Gli-Sufu block, CCR6 antagonist and UPR XBP1 act.
canonical_smiles	Gli-Sufu block	CCR6 antagonist	UPR XBP1 act
COc1ccc(NC(=O)c2oc3ccccc3c2CSC)cn1	-11	10	3
COc1ccc(CCNC(=O)C(=O)NCC2OCCN2S(=O)(=O)c2cccs2)cc1OC (stereo unspecified)	2	-6	0
Cc1ccc(NC(=O)n2ncc3c(C)cccc32)cc1F	-123	-4	2
CCCCn1c(SCC(=O)NCc2ccc3c(c2)OCO3)nnc1C(CC)N(C)C (stereo unspecified)	6	9	0

Two entries drawn at random from the list so far, as already listed:
The line under a structure holds: CCR6 antagonist	UPR XBP1 act	Gli-Sufu block	Mdm2 MdmX PPI	697 NFkB inh	Jurkat NFkB inh	UPR CHOP act	CXCR6 block	EBI2 antag
- O=C1NC2(CCCCC2)C(=O)N1CCS(=O)(=O)Oc1ccc(Br)cc1
 : -3	-4	18	10	4	10	-0.1	-2	-4
- CN(C)CCOC(=O)NC12CC3CC(CC(C3)C1)C2
 : -4	0	6	5	11	-21	-0.8	-3	-11

The list goes on.
The line under a structure holds: CCR6 antagonist	UPR XBP1 act	Gli-Sufu block	Mdm2 MdmX PPI	697 NFkB inh	Jurkat NFkB inh	UPR CHOP act	CXCR6 block	EBI2 antag
- CCCCn1c(SCC(=O)N2CCCC2=O)nc2cc(S(N)(=O)=O)ccc21
 : 3	1	5	-4	-9	-9	-1.7	-15	4
- COc1cc(-c2cc(C(=O)Nc3cc(S(=O)(=O)N4CCOCC4)ccc3C)c3ccccc3n2)cc(OC)c1OC
 : 15	-2	-5	40	8	14	6.6	9	-15
- O=C(/C=C/c1ccc(O)cc1)c1ccccc1
 : 17	0	-6	-38	-39	-35	3.9	11	-2
- Cc1c(OCC(=O)N2CCC(C(=O)O)CC2)ccc2c1oc(=O)c1ccccc12
 : -5	-2	-2	-16	-4	2	3.8	4	-7
- COc1ccc(OCC(=O)OCC(=O)NC2CCCCC2C)cc1 (stereo unspecified)
 : -5	1	-2	-14	26	10	1.4	3	-2
- COC(=O)c1sc(NC(=O)c2ccco2)c(C#N)c1C
 : 6	-3	8	-6	-1	6	0.8	0	0
- COc1ccc(NC(=O)Cc2ccc(-c3ccccc3)cc2)cn1
 : -3	-2	-7	52*	-36	43	-1.8	1	0
